HIF-2a inh = HIF-2a reporter inhibitors, primary screen, luminescence, 786-0 RCC cells. 786-0 RCC cells HIF-2a reporter, luciferase luminescence, overnight. inhibition, % at 18.8 µM. 360,000 compounds, 0.72% hits;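 active = inhibition of the luminescence signal of 40% or more relative to plate controls, in a single-dose primary screen at 18.75 µM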
NR2E3 ag-1 = NR2E3 agonists in two-hybrid cells, primary screen, cell-based, luminescence, CHO-S, Gal4-NCOR/VP16-NR2E3; Photoreceptor-specific nuclear receptor (Homo sapiens), Q9Y5X4; luciferase; inhibition of corepressor binding, % at 3.98 µM; 360,000 compounds, 0.35% hits; AID 602229, 2012;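 active = inhibition above the mean of all tested compounds plus 3 SD, cut at about 70% in these data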;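 note: 0% = DMSO with NR2E3 transfected cells and 100% = cells lacking NR2E3 construct; higher means lower luciferase signal from less NR2E3 corepressor binding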
Target sequence (Q9Y5X4 whole entry, looked up, the tested form may be a part): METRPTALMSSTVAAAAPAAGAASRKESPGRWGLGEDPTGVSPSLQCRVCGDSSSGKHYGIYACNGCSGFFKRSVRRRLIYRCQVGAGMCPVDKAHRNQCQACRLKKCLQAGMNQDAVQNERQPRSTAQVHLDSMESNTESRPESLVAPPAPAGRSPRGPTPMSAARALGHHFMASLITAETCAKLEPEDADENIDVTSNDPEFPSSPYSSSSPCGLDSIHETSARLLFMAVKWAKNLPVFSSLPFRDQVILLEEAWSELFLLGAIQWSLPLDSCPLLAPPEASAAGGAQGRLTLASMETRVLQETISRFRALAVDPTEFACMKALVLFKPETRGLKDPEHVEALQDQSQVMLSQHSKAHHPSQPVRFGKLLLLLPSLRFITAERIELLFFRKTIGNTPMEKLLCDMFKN
CaV13 ICDI inh = Disruptors of the CACNA1D IQ motif to Ca2+-dependent inactivation inhibitor domain association, primary screening, Förster resonance energy transfer in intact living … | 340,000 compounds, 0.098% hits | inhibition, % at 12.3 µM | HEK cells, CFP/YFP FRET ICDI-IQ, plate reader, 10 min; percent FRET-ratio fall versus neutral wells;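 active = mean replicate inhibition of at least 30% and at least 1% of replicates passing that level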;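 note: 0% = median of the neutral control wells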
TRPM1 prom inh = inhibitors of MITF-dependent TRPM1 promoter reporter, primary screen, cell-based, SK-MEL-5, single point, luciferase; SK-MEL-5 TRPM1 promoter luciferase, 24 h; inhibition, % at 12.5 µM; 330,000 compounds, 0.83% hits; AID 488899, 2010;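 active = mean inhibition across replicates of 60% or more, whatever share of single replicates reaches that level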; note: values of inactives mirror those of a sister screen read the other way
Shn3 3UTR inh = reduction of Shn3 3'UTR firefly luciferase signal, primary screen, Schnurri-3 inhibitor project, cell-based, Clone20 osteoblasts, set 2 | Clone20 osteoblast Shn3 3'UTR firefly luciferase, 24 h | inhibition, % at 12.5 µM | 360,000 compounds, 0.52% hits | AID 588674, 2011;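 active = mean inhibition of at least 75% with every replicate also reaching 75%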;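 note: 0% = median of neutral control wells and 100% = pilot-screen positive control compound; some compounds past the cut are filed as inactive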
H9c2 protect = cardioprotection against H2O2-induced cell death, primary screen, uHTS, H9c2 cells, ATPLite luminescence; H9c2 cardiomyocytes, H2O2 injury protection, 2 h; protection from H2O2 cell death, % at 20 µM; 360,000 compounds, 0.63% hits;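 active = compounds giving at least 50% protection of heart cells from peroxide-induced death in the single-dose screen, raw or plate-pattern-corrected value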;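 note: 0% = DMSO wells with peroxide and 100% = DMSO wells without peroxide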
NR2E3 ag-2 = inhibitors of NR2E3-RetCOR corepressor binding, primary screen, NR2E3 agonist project, biochemical, TR-FRET, GST-NR2E3, biotin-RetCOR. 320,000 compounds, 0.12% hits. AID 2300, 2010. inhibition of corepressor binding, % at 4.78 µM. Photoreceptor-specific nuclear receptor (Homo sapiens), Q9Y5X4. 1536-well;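 active = percent inhibition above the cutoff of mean plus 3 SD of all tested compounds, set per screening campaign, cut at about 20% in these data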;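 note: 0% = DMSO wells and 100% = biotin wells as full block of FRET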
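Test system – NR2E3–RetCOR corepressor complex · Quantity – NR2E3 fusion 1.35 nM · Buffer or medium – Tris pH 7.5 · Incubation – Compound–protein incubation for 5 h at 4 °C · Technique – TR-FRET, Eu(K)-anti-GST donor, streptavidin-D2 acceptor, ex 340, em 617/671 nm · Evaluation – percent inhibition of 671/617 nm emission ratio versus biotin and DMSO controls · Plate – 1536-well format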
PDI inh = inhibitors of human PDI, primary screen, biochemical, turbidity, single point, plate reader; Protein disulfide-isomerase (Homo sapiens), P07237; PDI insulin aggregation turbidity, A650, 90 min; inhibition, % at 10 µM; 350,000 compounds, 0.052% hits;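 active = mean inhibition across replicates of 30% or more, whatever share of single replicates reach that level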;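 note: absorbance from insulin aggregation driven by PDI reduction with DTT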
Target sequence (P07237 whole entry, looked up): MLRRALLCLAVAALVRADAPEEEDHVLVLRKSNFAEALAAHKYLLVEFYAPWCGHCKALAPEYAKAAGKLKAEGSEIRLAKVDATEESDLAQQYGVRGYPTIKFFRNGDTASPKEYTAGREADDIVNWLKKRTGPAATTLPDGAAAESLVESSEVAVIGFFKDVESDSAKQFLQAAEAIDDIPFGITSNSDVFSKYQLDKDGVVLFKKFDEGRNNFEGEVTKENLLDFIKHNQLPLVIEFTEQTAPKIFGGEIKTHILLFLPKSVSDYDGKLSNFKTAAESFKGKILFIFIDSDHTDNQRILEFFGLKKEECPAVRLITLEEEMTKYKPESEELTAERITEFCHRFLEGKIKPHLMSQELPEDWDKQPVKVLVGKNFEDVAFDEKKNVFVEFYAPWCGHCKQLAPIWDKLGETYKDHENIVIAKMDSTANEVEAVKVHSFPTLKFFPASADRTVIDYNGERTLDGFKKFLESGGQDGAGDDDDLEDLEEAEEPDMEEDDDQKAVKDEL
Peg3 promoter = Peg3 promoter-driven luciferase inhibitors, primary screen, cell-based, HeLa, luciferase luminescence | inhibition, % at 20 µM | HeLa PEG-Prom luciferase reporter, overnight | 360,000 compounds, 1.7% hits;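 active = inhibition of at least 50% at 20 µM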
m5-HT2A agonist = mouse Htr2a agonists via beta-arrestin recruitment, primary screen, cell-based, luminescence. CHO-K1 mHTR2A beta-arrestin complementation; percent of 30 µM serotonin response. AID 624169, 2012. 5-hydroxytryptamine receptor 2A (Mus musculus), P35363. activation, % at 7.6 µM. 360,000 compounds, 0.66% hits;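 active = activation above a run cutoff, the mean activation of all tested compounds plus 3 SD, cut at about 14% in these data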;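 note: 0% = plate median of compound wells and 100% = 30 µM serotonin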
iPSC survival up = enhancers of single-cell hiPSC survival, primary screen, ATPlite luminescence; survival enhancement, % at 20 µM; 100% = ROCK inhibitor wells, 0% = DMSO; 360,000 compounds, 0.044% hits; in the data active = survival enhancement above about 18%;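 note: cells exposed to compounds for 16 hours before the ATP read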
* = called active by the depositor; . = not tested or not shown. Outcome played no part in choosing rows; 3.9% or so of the library scored in one or more.

SMILES	HIF-2a inh	NR2E3 ag-1	CaV13 ICDI inh	TRPM1 prom inh	Shn3 3UTR inh	H9c2 protect	NR2E3 ag-2	PDI inh	Peg3 promoter	m5-HT2A agonist	iPSC survival up
O=C(CN1C(=O)C2CCCCC2C1=O)Nc1nc2ccc(F)cc2s1 (stereo unspecified)	-7	-20	-5	2	-10	1	2	-4	-23	-2	-0.4
O=S1(=O)N[C@H](Cc2ccccc2)COc2cccc(N3CCC[C@@H]3CO)c21	12	-23	-7	.	.	.	.	.	.	2	0.5
COc1cc2c(cc1OC)C(C(=O)Nc1cc(C)c(OC)c(C)c1)CC(=O)N2 (stereo unspecified)	6	-33	-4	8	-7	5	.	-10	-2	4	-0.6
Fc1cccc(CCN2CCNC[C@@H]2CC2CCCCC2)c1	3	4	-10	-17	5	4	3	2	-5	-7	-3.2
Cc1ccc(OCC(=O)NNC(=O)Cn2nnc(-c3ccccc3)n2)cc1	13	-30	-4	1	-13	2	3	3	-2	5	1.2
O=S(=O)(NCC(c1cccnc1)N1CCN(Cc2ccccc2)CC1)c1ccc(Cl)cc1 (stereo unspecified)	8	-6	.	10	8	-3	-1	4	28	-6	-0.5
CN(C)CCN1CC(O)=C(c2nc3ccccc3s2)C1=N	-11	-29	-13	-6	-2	12	1	-3	-8	-7	0.1
CCc1ccc(OCC(=O)N/N=C2\CC(=O)c3ccccc32)cc1	-22	-12	.	21	8	-18	-1	-12	-51	-2	2.5
Cc1cc(NC(=O)C2CCCO2)ccc1Br (stereo unspecified)	-30	3	14	-4	-11	-1	0	2	-6	7	1.0
O=C1NC(c2ccccc2Cl)=N/C1=C/c1ccco1	-1	-5	-4	-64	3	6	-7	7	-263	2	-0.5
CCC(CC)c1nnc(NC(=O)C2CCCO2)s1 (stereo unspecified)	-4	4	-7	-6	-10	12	-1	3	3	0	-0.5
CN(C)S(=O)(=O)c1cccc(C(=O)Nc2ccc(Cl)cn2)c1	-161	-85	-5	-60	-80	-4	2	-2	-208	-2	-1.0
O=C(NNc1ccccn1)c1ccccc1CC[N+](=O)[O-]	-28	-5	-5	-10	-12	4	1	-5	-43	10	0.3
CCCC(=O)NCc1ccc2c(c1)cc(C)n2C	11	-2	-6	1	-14	2	-1	0	6	-5	-1.1
CO/N=C(/CS(=O)(=O)Cc1ccccc1Cl)c1ccc(Cl)cc1Cl	6	-2	.	16	23	-6	0	3	21	0	4.5
COC(=O)c1ccc(CN(C)S(=O)(=O)c2cccs2)cc1	-112	-29	-8	-35	-16	-2	0	-3	-135	-4	1.3
CN(C(=O)c1cc(S(=O)(=O)N2CCCCC2)c[nH]1)C1CCCCC1	19	3	-6	.	-1	-4	2	-3	15	1	-2.1
COc1ccc(S(=O)(=O)Nc2ccc(OCC(=O)O)cc2)c2ccccc12	18	-7	-4	9	-2	-1	-3	9	16	2	-0.2
O=C1NC[C@H](CCCCN2C[C@@H](Cc3ccccc3)N(Cc3ccccc3)C(=O)C2=O)N(CCC2CCCCC2)C1=O	-2	-16	-3	.	.	.	.	.	.	-5	-0.1
CCN(Cc1ccccc1)S(=O)(=O)c1ccc2oc(C(=O)O)c(C)c2c1	-1	3	-8	-12	-7	10	2	4	0	4	-0.3
COc1ccc(CCC(=O)Nc2ccc(S(=O)(=O)N3CCCC3)cc2)cc1OC	7	-45	-6	-10	0	4	2	-12	3	-2	0.3
CN(C)c1ccc(NC(=O)CN2C(=O)c3ccccc3C2=O)cc1	8	-29	-1	-22	-10	0	-4	4	-3	10	0.9
CCc1nnc(NC(=O)COc2ccc(N(C)S(=O)(=O)c3ccc(C)cc3)cc2)s1	14	-4	-6	15	8	-3	.	-2	20	0	0.3
Cc1nc2ccccc2c(=O)n1NCc1cc(Br)cs1	-29	-22	-7	-1	5	6	-5	8	14	-2	3.6
COc1ccc(C)cc1-n1nnnc1SCC(=O)Nc1cc(C)on1	1	5	-9	-6	7	-4	3	4	-5	-3	4.3
CCc1ccc(C(=O)COC(=O)CCc2nc3ccccc3c(=O)[nH]2)cc1	0	-7	-17	4	15	50	6	4	14	-1	5.4
Cc1nccn1CC(=O)N/N=C/c1cccc(O)c1	18	-15	-6	9	0	-4	1	-4	7	-4	1.8
Cc1c(C(=O)NCCSCc2ccc(Cl)cc2Cl)cccc1[N+](=O)[O-]	17	7	-1	2	21	-10	2	-2	8	-3	2.3
COc1ccc(C2(c3ccc(OC)cc3)NC(=O)N(CC(=O)NC3CCCC3)C2=O)cc1	9	-24	-6	-5	-2	-5	1	1	3	0	-0.3
Cc1ccccc1/C=C/c1nc2ccccc2c(=O)[nH]1	-309	-147	-6	-44	-131	8	0	-8	-109	-3	-0.6

2 entries from above, with bars between the fields:
mol | HIF-2a inh | NR2E3 ag-1 | CaV13 ICDI inh | TRPM1 prom inh | Shn3 3UTR inh | H9c2 protect | NR2E3 ag-2 | PDI inh | Peg3 promoter | m5-HT2A agonist | iPSC survival up
CCc1ccc(C(=O)COC(=O)CCc2nc3ccccc3c(=O)[nH]2)cc1 | 0 | -7 | -17 | 4 | 15 | 50 | 6 | 4 | 14 | -1 | 5.4
Cc1nccn1CC(=O)N/N=C/c1cccc(O)c1 | 18 | -15 | -6 | 9 | 0 | -4 | 1 | -4 | 7 | -4 | 1.8

More structures.
SMILES	HIF-2a inh	NR2E3 ag-1	CaV13 ICDI inh	TRPM1 prom inh	Shn3 3UTR inh	H9c2 protect	NR2E3 ag-2	PDI inh	Peg3 promoter	m5-HT2A agonist	iPSC survival up
COc1ccc(-n2cnc3sc4c(c3c2=O)CCCC4)cc1	-123	-53	3	-12	-28	-3	0	2	-96	-2	-0.4
C[C@@H]1ON(C)[C@H]2C[C@H]3c4cc(N5CCOCC5)ccc4CCN3C(=O)[C@@H]12	2	-1	-5	1	-3	3	.	1	-8	2	-1.5
CC(O)(c1ccc(F)c(F)c1)c1nc(-c2ccc(S(C)(=O)=O)cc2)cs1 (stereo unspecified)	12	-15	-6	.	7	-1	.	1	23	-1	-2.1
O=C(NC1CCCCC1)c1ccccc1NC(=O)C1CC1	-10	8	-4	3	-4	2	1	2	-13	1	-0.1
COc1ccc(-c2nnc3sc(CCN4C(=O)c5ccccc5C4=O)nn23)cc1	2	-5	-4	-6	1	2	2	0	-3	-1	-0.7
CC(C(=O)NCC1CCCO1)n1cc([N+](=O)[O-])cn1 (stereo unspecified)	8	-10	-14	4	11	3	-1	10	7	4	-0.5
COc1ccc2c(N)c(C(=O)NN)[nH]c2c1	7	-17	20	12	6	1	-2	0	5	-2	-0.6
Cc1ccc(S(=O)(=O)Cc2ccc(C(=O)N3CCc4ccccc4C3)o2)cc1	-1	-2	8	10	10	10	2	0	20	-4	-0.9
COc1ccc(-n2cnc3cc(NC(=O)c4ccco4)ccc32)cc1	-118	-35	.	-7	6	5	2	6	-40	4	7.9
O=C(Nc1nnc(-c2ccco2)o1)c1ccc(S(=O)(=O)N2CCCC2)cc1	18	-14	-4	7	30	14	-1	-13	17	0	1.4
CCC(C(=O)Nc1ccccn1)c1ccccc1 (stereo unspecified)	10	-8	5	5	6	8	0	9	11	8	-0.7
COc1ccc(-n2c3c(cc(C(=O)Nc4cccc(C)n4)c2=O)C(=O)CC(C)(C)C3)cc1	19	-20	-4	-6	-19	4	-5	-7	15	0	-0.4
C/C(CC(O)(/C=N/O)c1ccccc1)=N\O (stereo unspecified)	5	-18	9	8	-3	-4	3	-4	2	1	-1.9

Sorted by molar mass (smallest number first): part of the list above.
SMILES	HIF-2a inh	NR2E3 ag-1	CaV13 ICDI inh	TRPM1 prom inh	Shn3 3UTR inh	H9c2 protect	NR2E3 ag-2	PDI inh	Peg3 promoter	m5-HT2A agonist	iPSC survival up
COc1ccc2c(N)c(C(=O)NN)[nH]c2c1	7	-17	20	12	6	1	-2	0	5	-2	-0.6
CCCC(=O)NCc1ccc2c(c1)cc(C)n2C	11	-2	-6	1	-14	2	-1	0	6	-5	-1.1
Cc1ccccc1/C=C/c1nc2ccccc2c(=O)[nH]1	-309	-147	-6	-44	-131	8	0	-8	-109	-3	-0.6
CCC(CC)c1nnc(NC(=O)C2CCCO2)s1 (stereo unspecified)	-4	4	-7	-6	-10	12	-1	3	3	0	-0.5
Cc1cc(NC(=O)C2CCCO2)ccc1Br (stereo unspecified)	-30	3	14	-4	-11	-1	0	2	-6	7	1.0
O=C(NC1CCCCC1)c1ccccc1NC(=O)C1CC1	-10	8	-4	3	-4	2	1	2	-13	1	-0.1
C[C@@H]1ON(C)[C@H]2C[C@H]3c4cc(N5CCOCC5)ccc4CCN3C(=O)[C@@H]12	2	-1	-5	1	-3	3	.	1	-8	2	-1.5
O=C(CN1C(=O)C2CCCCC2C1=O)Nc1nc2ccc(F)cc2s1 (stereo unspecified)	-7	-20	-5	2	-10	1	2	-4	-23	-2	-0.4
Cc1ccc(OCC(=O)NNC(=O)Cn2nnc(-c3ccccc3)n2)cc1	13	-30	-4	1	-13	2	3	3	-2	5	1.2
COc1cc2c(cc1OC)C(C(=O)Nc1cc(C)c(OC)c(C)c1)CC(=O)N2 (stereo unspecified)	6	-33	-4	8	-7	5	.	-10	-2	4	-0.6
O=S1(=O)N[C@H](Cc2ccccc2)COc2cccc(N3CCC[C@@H]3CO)c21	12	-23	-7	.	.	.	.	.	.	2	0.5
Cc1ccc(S(=O)(=O)Cc2ccc(C(=O)N3CCc4ccccc4C3)o2)cc1	-1	-2	8	10	10	10	2	0	20	-4	-0.9
COc1ccc(-c2nnc3sc(CCN4C(=O)c5ccccc5C4=O)nn23)cc1	2	-5	-4	-6	1	2	2	0	-3	-1	-0.7
COc1ccc(CCC(=O)Nc2ccc(S(=O)(=O)N3CCCC3)cc2)cc1OC	7	-45	-6	-10	0	4	2	-12	3	-2	0.3
CCc1nnc(NC(=O)COc2ccc(N(C)S(=O)(=O)c3ccc(C)cc3)cc2)s1	14	-4	-6	15	8	-3	.	-2	20	0	0.3
O=S(=O)(NCC(c1cccnc1)N1CCN(Cc2ccccc2)CC1)c1ccc(Cl)cc1 (stereo unspecified)	8	-6	.	10	8	-3	-1	4	28	-6	-0.5
